Bioassay records (PubChem)
U2OS ROS induce = cancer cell ROS induction. ROS induction (% of piperlongumine), % at 10 µM. 46,000 tested, 2% active. AID 624156. U2OS ROS induction, H2DCF-DA fluorescence; in the data active means ROS induction above about 79%, passing the limit was not always enough;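 further: 0% = DMSO vehicle median and 100% = reference compound median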
An asterisk follows results filed as active. An excerpt; count on the stated rates, not on these rows.

Sample of the layout (five entries):
SMILES	U2OS ROS induce
COC(=O)C(CC#Cc1ccc2c(c1)[C@]1(C(=O)N2)[C@H](C(N)=O)[C@H]2C(=O)O[C@H](c3ccccc3)[C@H](c3ccccc3)N2[C@@H]1c1ccc(OCCO)cc1)C(=O)OC	30
C[C@@H]1CN([C@H](C)CO)C(=O)Cc2cc(NC(=O)Nc3ccc(F)cc3)ccc2O[C@H]1CN(C)S(=O)(=O)c1ccc(F)cc1	3
O=C(CSc1ncccc1C(=O)O)Nc1ccc(Oc2ccccc2)cc1	-3
Cc1noc(C)c1S(=O)(=O)N(C)C[C@@H]1Oc2c(NC(=O)C3CCCCC3)cccc2C(=O)N([C@H](C)CO)C[C@@H]1C	-12
COc1ccc(NC(=O)CSc2nc(-c3ccccc3)cc(=O)[nH]2)cc1	5

All compounds of this part, from the start:
SMILES	U2OS ROS induce
COC(=O)C(CC#Cc1ccc2c(c1)[C@]1(C(=O)N2)[C@H](C(N)=O)[C@H]2C(=O)O[C@H](c3ccccc3)[C@H](c3ccccc3)N2[C@@H]1c1ccc(OCCO)cc1)C(=O)OC	30
C[C@@H]1CN([C@H](C)CO)C(=O)Cc2cc(NC(=O)Nc3ccc(F)cc3)ccc2O[C@H]1CN(C)S(=O)(=O)c1ccc(F)cc1	3
O=C(CSc1ncccc1C(=O)O)Nc1ccc(Oc2ccccc2)cc1	-3
Cc1noc(C)c1S(=O)(=O)N(C)C[C@@H]1Oc2c(NC(=O)C3CCCCC3)cccc2C(=O)N([C@H](C)CO)C[C@@H]1C	-12
COc1ccc(NC(=O)CSc2nc(-c3ccccc3)cc(=O)[nH]2)cc1	5
C[C@@H]1CN([C@@H](C)CO)C(=O)Cc2cc(NC(=O)Cn3cnnn3)ccc2O[C@@H]1CN(C)CC1CC1	-27
C[C@H](CO)N1C[C@H](C)[C@H](CN(C)CC2CCCCC2)Oc2ccc(NC(=O)Nc3ccccc3)cc2CC1=O	-11
Cc1ccc(S(=O)(=O)Nc2ccc3c(c2)CC(=O)N([C@H](C)CO)C[C@H](C)[C@H](CN(C)S(=O)(=O)c2ccc(Cl)cc2)O3)cc1	26
C[C@@H]1CN([C@H](C)CO)C(=O)c2cc(NS(=O)(=O)c3cccs3)ccc2O[C@H]1CN(C)C(=O)Nc1ccc(C(F)(F)F)cc1	-6
COc1ccc(NC(=O)COc2ccccc2CO)cc1	-5

A second format for some results above.
| SMILES | U2OS ROS induce |
| --- | --- |
| C[C@@H]1CN([C@H](C)CO)C(=O)Cc2cc(NC(=O)Nc3ccc(F)cc3)ccc2O[C@H]1CN(C)S(=O)(=O)c1ccc(F)cc1 | 3 |
| O=C(CSc1ncccc1C(=O)O)Nc1ccc(Oc2ccccc2)cc1 | -3 |
| Cc1noc(C)c1S(=O)(=O)N(C)C[C@@H]1Oc2c(NC(=O)C3CCCCC3)cccc2C(=O)N([C@H](C)CO)C[C@@H]1C | -12 |
| COc1ccc(NC(=O)CSc2nc(-c3ccccc3)cc(=O)[nH]2)cc1 | 5 |
| C[C@@H]1CN([C@@H](C)CO)C(=O)Cc2cc(NC(=O)Cn3cnnn3)ccc2O[C@@H]1CN(C)CC1CC1 | -27 |
| C[C@H](CO)N1C[C@H](C)[C@H](CN(C)CC2CCCCC2)Oc2ccc(NC(=O)Nc3ccccc3)cc2CC1=O | -11 |
| Cc1ccc(S(=O)(=O)Nc2ccc3c(c2)CC(=O)N([C@H](C)CO)C[C@H](C)[C@H](CN(C)S(=O)(=O)c2ccc(Cl)cc2)O3)cc1 | 26 |

Additional records.
SMILES	U2OS ROS induce
O=C(NCc1cccnc1)C1COc2ccccc2O1 (stereo unspecified)	-5
C[C@H](CO)N1C[C@H](C)[C@H](CN(C)C(=O)Nc2ccc(F)cc2)Oc2c(NS(=O)(=O)c3ccccc3)cccc2C1=O	22
C[C@@H]1CN([C@H](C)CO)C(=O)CCCn2nncc2CO[C@H]1CN(C)C	-2
Cc1ccc(S(=O)(=O)N2CCN(C(=O)OC(C)C)CC2)cc1	9
CC(C)NC(=O)N(C)C[C@H]1Oc2c(NS(=O)(=O)c3ccccc3)cccc2C(=O)N([C@@H](C)CO)C[C@H]1C	-6
Cc1noc(C)c1NC(=O)Nc1ccc2c(c1)CC(=O)N([C@H](C)CO)C[C@@H](C)[C@@H](CN(C)Cc1ccncc1)O2	28
CCC(Sc1nncn2c1cc1occc12)C(=O)Nc1ccccc1OC (stereo unspecified)	50
CNC[C@H]1Oc2ccc(NC(=O)NC(C)C)cc2C(=O)N([C@@H](C)CO)C[C@@H]1C	6
Cc1ccc(C)c(NC(=O)Cn2nc([N+](=O)[O-])c(Br)c2C)c1	-8
C[C@H]1CN([C@@H](C)CO)C(=O)c2cccc(NC(=O)C3CC3)c2O[C@H]1CN(C)C(=O)NC1CCCCC1	-6
C[C@H](CCC(=O)O)[C@H]1CC[C@H]2[C@@H]3C(=O)C[C@@H]4CC(=O)CC[C@]4(C)[C@H]3CC(=O)[C@]12C	-9
CC(C)CCNC(=O)C1CCC(=O)N1CCc1ccccc1 (stereo unspecified)	-8
O=c1c2cc(NC(=S)NC3CCCCCC3)ccc2nc2n1CCCCC2	-8
CCCCN(C)S(=O)(=O)c1ccc(C(=O)Nc2nc3ccc4ccccc4c3s2)cc1	8
COc1ccc(C(=O)c2ccccc2)cc1CN1CCOCC1	-7
O=C1CCCC2=C1C(c1cccnc1)Nc1ccc3ccccc3c12 (stereo unspecified)	11
C[C@@H]1CN([C@H](C)CO)C(=O)c2cccc(NS(=O)(=O)c3ccccc3)c2O[C@H]1CN(C)Cc1ccc(C(F)(F)F)cc1	4
O=C(NCC1OCCc2ccccc21)c1ccc(Br)cc1 (stereo unspecified)	-11
O=C1c2oc3ccccc3c(=O)c2C(c2ccccc2)N1c1nccs1 (stereo unspecified)	-9
CC(C)C(=O)Nc1cccc(Cl)c1	-15
Cc1noc(C)c1NC(=O)Nc1cccc2c1O[C@@H](CN(C)C(=O)Nc1ccc(F)cc1)[C@H](C)CN([C@H](C)CO)C2=O	43
Cc1[nH]cnc1/C=N/NC(=O)c1ccccn1	-7
C[C@@H]1CN([C@H](C)CO)C(=O)Cc2cc(N(C)C)ccc2O[C@H]1CN(C)Cc1ccc(-c2ccccc2)cc1	8
CCOc1nc2cccc(C(=O)OC(C)OC(=O)OC3CCCCC3)c2n1Cc1ccc(-c2ccccc2-c2nn[nH]n2)cc1 (stereo unspecified)	53
C[C@@H]1CCCCO[C@H](CN(C)C(=O)Nc2ccccc2)[C@@H](C)CN([C@H](C)CO)C(=O)c2cc(NS(=O)(=O)c3ccccc3)ccc2O1	9
Cc1ccc(S(=O)(=O)N(C)C[C@@H]2Oc3ccc(NS(=O)(=O)c4ccc(F)cc4)cc3C(=O)N([C@@H](C)CO)C[C@@H]2C)cc1	8
COC(=O)c1cc(OC)c(OC)cc1NC(=O)Cn1nnc(-c2ccccc2Cl)n1	16
CN(C(=O)c1ccccc1)C1CCCCC1	-14
C[C@@H]1CN([C@@H](C)CO)C(=O)CCCn2cc(nn2)CO[C@H]1CN(C)C(=O)c1ccc2ccn(C)c2c1	9
COc1ccc(C2C(C(=O)Nc3cc(OC)c(Cl)cc3OC)=C(C)Nc3ncnn32)c(OC)c1 (stereo unspecified)	136*
O=C(NCC(=O)N1CCOCC1)c1ccccc1	-10
O=C(NCCC(c1ccccc1)c1ccccc1)c1cccs1	-13
O=C(CC1(O)C(=O)N(Cc2ccccc2)c2ccc(Cl)cc21)c1ccncc1 (stereo unspecified)	28
N#Cc1cnc(SCc2cc(=O)n3ccccc3n2)nc1N	-5
C[C@@H]1CCCCO[C@H](CN(C)C(=O)CCCN(C)C)[C@@H](C)CN([C@H](C)CO)C(=O)c2cc(NC(=O)Nc3ccccc3)ccc2O1	22
C[C@H](CO)N1C[C@H](C)[C@H](CN(C)Cc2ccc(C(F)(F)F)cc2)Oc2ccc(NC(=O)Cn3cnnn3)cc2C1=O	1
C[C@@H]1CN([C@@H](C)CO)C(=O)c2cc(NS(=O)(=O)c3ccc(F)cc3)ccc2O[C@@H]1CN(C)S(C)(=O)=O	-25
Cc1ccc(S(=O)(=O)Nc2ccc3c(c2)CC(=O)N([C@@H](C)CO)C[C@@H](C)[C@@H](CN(C)S(=O)(=O)c2ccc(C)cc2)O3)cc1	10
Cc1ccccc1C(=O)Nc1ccc(NC(=O)c2ccc(C(C)(C)C)cc2)cc1	-7
COc1ccc(NC(=O)Nc2ccc3c(c2)CC(=O)N([C@@H](C)CO)C[C@@H](C)[C@@H](CN(C)S(=O)(=O)c2cccs2)O3)cc1	65
C[C@H](CO)N1C[C@H](C)[C@H](CN(C)C)Oc2ccc(NS(=O)(=O)c3ccc(Cl)cc3)cc2C1=O	0
COc1ccc(-c2nn(-c3ccccc3)cc2C(=O)OCC(C)C)cc1	30
C[C@@H]1CCCCO[C@H](CN(C)S(=O)(=O)c2cn(C)cn2)[C@@H](C)CN([C@H](C)CO)C(=O)c2cc(NC(=O)Cc3ccccc3)ccc2O1	-5
CC(NC(=O)c1ccccc1NC(=O)C1COc2ccccc2O1)c1ccccc1 (stereo unspecified)	59
C[C@H](CO)N1C[C@H](C)[C@@H](CN(C)S(=O)(=O)c2ccc(Cl)cc2)Oc2ccc(NC(=O)CCN3CCOCC3)cc2C1=O	7
CCOC(=O)CN1C(=O)C2(C(C#N)=C(N)Oc3n[nH]c(C)c32)c2ccccc21 (stereo unspecified)	-2
C[C@@H]1CN([C@H](C)CO)C(=O)Cc2cc(NS(=O)(=O)c3cccs3)ccc2O[C@H]1CN(C)S(=O)(=O)c1ccc(Cl)cc1	-4
C[C@@H]1CN([C@H](C)CO)C(=O)Cc2cc(NC(=O)Nc3cccc4ccccc34)ccc2O[C@@H]1CN(C)S(=O)(=O)c1ccccc1	20
C[C@@H]1CN([C@H](C)CO)C(=O)c2cccc(NC(=O)C3CCCCC3)c2O[C@@H]1CN(C)Cc1ccncc1	25
C[C@H]1CN([C@@H](C)CO)C(=O)Cc2cc(NC(=O)Cc3ccccc3)ccc2O[C@@H]1CN(C)C(=O)Nc1ccc(F)cc1	14
Following part:
SMILES	U2OS ROS induce
C[C@H]1CN([C@@H](C)CO)C(=O)Cc2cc(NC(=O)NC3CCCCC3)ccc2O[C@@H]1CN(C)Cc1ccncc1	1
COc1ccc(S(=O)(=O)Nc2ccc3c(c2)CC(=O)N([C@@H](C)CO)C[C@H](C)[C@H](CN(C)C(=O)Nc2cccc4ccccc24)O3)cc1	7
C[C@@H]1CN([C@@H](C)CO)C(=O)c2cccc(NC(=O)Nc3ccccc3)c2O[C@H]1CN(C)Cc1ccc(C(F)(F)F)cc1	70
Cc1ccc(S(=O)(=O)N(C)C[C@@H]2Oc3ncc(C#Cc4ccc(C(F)(F)F)cc4)cc3C(=O)N([C@H](C)CO)C[C@@H]2C)cc1	8
COc1ccc(NC(=O)N(C)C[C@H]2Oc3ccc(NS(=O)(=O)c4ccc(OC)cc4)cc3CC(=O)N([C@H](C)CO)C[C@H]2C)cc1	81*
C[C@H](CCC(=O)NCC(=O)O)[C@H]1CC[C@H]2[C@@H]3[C@H](O)C[C@@H]4C[C@H](O)CC[C@]4(C)[C@H]3C[C@H](O)[C@]12C	3
CCn1c(SCC(=O)Nc2cccc(Cl)c2)nnc1-c1ccco1	-23
CC(C)NC(=O)Nc1cccc2c1O[C@H](CN(C)S(C)(=O)=O)[C@H](C)CN([C@H](C)CO)C2=O	-9
C(=NCc1ccc2c(c1)OCO2)c1cccnc1	-16
C[C@H](CO)N1C[C@H](C)[C@H](CN(C)Cc2ccc(C(=O)Nc3ccccc3N)cc2)Oc2ccc(NC(=O)Cc3cn(C)c4ccccc34)cc2CC1=O	23
COc1cc(-c2nc(Nc3ccc(C)c(F)c3)c3ccccc3n2)cc(OC)c1OC	13
C[C@@H]1CN([C@@H](C)CO)C(=O)Cc2cc(NS(=O)(=O)c3cn(C)cn3)ccc2O[C@@H]1CN(C)C(=O)NC1CCCCC1	-2
Cc1noc(C)c1NC(=O)N(C)C[C@@H]1Oc2c(NC(=O)NC3CCCCC3)cccc2C(=O)N([C@@H](C)CO)C[C@@H]1C	-2
Cc1ccc(S(=O)(=O)Nc2ccc3c(c2)C(=O)N([C@H](C)CO)C[C@@H](C)[C@H](CN(C)C)O3)cc1	-6
C[C@@H]1CN([C@H](C)CO)C(=O)c2cccc(NS(=O)(=O)c3cccs3)c2O[C@@H]1CN(C)S(=O)(=O)c1ccc(Cl)cc1	-7
CC(OC(=O)c1cccc(O)c1)C(=O)O (stereo unspecified)	-4
C[C@@H]1CN([C@H](C)CO)C(=O)Cc2cc(NS(=O)(=O)c3cn(C)cn3)ccc2O[C@@H]1CN(C)Cc1ccccc1	5
C[C@@H]1CCCCO[C@H](CN(C)C(=O)C2CCCCC2)[C@@H](C)CN([C@H](C)CO)C(=O)c2cc(NC(=O)c3ccccc3)ccc2O1	4
C[C@H](CO)N1C[C@H](C)[C@@H](CN(C)Cc2ccncc2)Oc2ccc(NS(=O)(=O)c3ccc(F)cc3)cc2C1=O	-2
CC(C)n1c(SCC(=O)C(C)(C)C)nc2cc(C(F)(F)F)ccc21	4
NC(=O)c1c(NC(=O)c2cnn3c(C(F)F)cc(-c4ccccc4)nc23)sc2c1CCC2	12
NC(=O)COc1c(-c2ccccc2)oc2ccccc2c1=O	-7
CC(C)NC(=O)Nc1ccc2c(c1)C(=O)N([C@@H](C)CO)C[C@H](C)[C@@H](CN(C)S(=O)(=O)c1ccc(Cl)cc1)O2	17
COC(=O)c1ccc(-n2c(CCC(=O)O)ccc2-c2ccc(Br)cc2)cc1	22
COc1ccc(NC(=O)C(C)N2c3cccc4cccc(c34)S2(=O)=O)cc1OC (stereo unspecified)	-2
C[C@H](CO)N1C[C@H](C)[C@@H](CN(C)Cc2ccc(Cl)c(Cl)c2)Oc2c(NS(=O)(=O)c3cccs3)cccc2C1=O	11
CNC[C@H]1OCc2cn(nn2)CCCC(=O)N([C@@H](C)CO)C[C@@H]1C	3
C[C@H]1CN([C@@H](C)CO)C(=O)CCCn2cc(nn2)CO[C@@H]1CN(C)Cc1ccc2c(c1)OCCO2	-8
COc1ccc(CN(C)C[C@@H]2Oc3ccc(NS(=O)(=O)c4c(C)noc4C)cc3C(=O)N([C@@H](C)CO)C[C@@H]2C)cc1	-9
COc1ccc(NC(=O)CSc2nc(C)cc(=O)[nH]2)c(OC)c1	24
